Bioassay records as filed in PubChem.
NALP1 yeast inh = inhibitors of NALP1 inflammasome in yeast; S. cerevisiae NALP1/ASC/caspase-1 growth, X-gal OD620, 72 h; inhibition, % at 10 µM; actives 0.61% (n = 280,000); AID 2071; in the data active means inhibition mostly above about 24%, no sharp cut-off; inactive means mostly below about 32%; further: some compounds called inactive have numbers as strong as hits
IMP-1 inh = inhibitors of Pseudomonas aeruginosa IMP-1 metallo-beta-lactamase | purified IMP-1, nitrocefin hydrolysis, epi-absorbance fluorescence | inhibition, % at 5.6 µM | actives 0.45% (n = 290,000) | AID 1556;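 active means inhibition above the mean plus 3 SD of all compounds in the same screening run, cut at about 4.5% in these data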;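 further: 0% = IMP-1 with DMSO and 100% = DMSO wells lacking enzyme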
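System: Purified recombinant IMP-1 metallo-beta-lactamase enzyme | Measured by: Fluorescence quenching readout, ex 480/em 530 nm | Replication: Singlicate | Incubation: 15 min preincubation plus 25 min reaction at 25 °C | Evaluation: Percent inhibition from optical density relative to buffer-blank wells | Benchmarks: DMSO with and without IMP-1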
UBC9 SUMO inh = SUMOylation inhibition; P63279; HTRF SUMOylation assay, SAE1/SAE2 + UBC9, in vitro; actives 0.36% (n = 290,000); inhibition, % at 35 µM; in the data active means inhibition above about 50%, passing the limit was not always enough; further: strong numbers were not always called active
Target sequence (P63279 whole entry, looked up): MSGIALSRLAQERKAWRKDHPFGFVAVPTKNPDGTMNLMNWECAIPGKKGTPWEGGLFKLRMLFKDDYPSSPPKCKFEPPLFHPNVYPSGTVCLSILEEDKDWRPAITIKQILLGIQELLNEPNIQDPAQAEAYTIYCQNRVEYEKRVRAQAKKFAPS
MEKK2wt PB1 HTS = raises or lowers MEK5 binding to wildtype human MEKK2 PB1 domain | bead flow cytometry, Alexa488-MEK5 binding to MEKK2 WT; actives lie on both sides | binding response (% of control), % at 10 µM | actives 1.1% (n = 290,000); in the data active means binding response below about 67% or above about 130%
PfM18AAP inh = blocks P. falciparum M18 aspartyl aminopeptidase; recombinant PfM18AAP, H-Glu-NHMec fluorogenic cleavage; inhibition, % at 7.35 µM; actives 1.2% (n = 290,000); AID 1822;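 active means inhibition above the campaign mean inhibition over all tested compounds plus 3 SD, cut at about 28% in these data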;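 further: 0% = plate median of test compound wells and 100% = 2 mM ZnCl2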
VIM-2 inh = blocks Pseudomonas aeruginosa VIM-2 metallo-beta-lactamase | purified VIM-2, nitrocefin hydrolysis, epi-absorbance fluorescence | inhibition, % at 5.6 µM | actives 0.89% (n = 290,000) | AID 1527;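 active means inhibition above the mean of all tested compounds plus 3 SD, cutoff set per screening run, cut at about 7.5% in these data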;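 further: red hydrolysis product quenches plate fluorescence so inhibitors raise well fluorescence; 0% = enzyme with DMSO and 100% = DMSO without enzyme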
MEKK2mut PB1 HTS = signal of MEK5 binding to mutant human MEKK2 PB1 domain; bead flow cytometry, Alexa488-MEK5 binding to MEKK2 mutant; percent response, % at 10 µM; actives 0.35% (n = 290,000); in the data active means percent response above about 24%, passing the limit was not always enough; further: inactives centre near 1; some results filed as inactive read as strong as hits
HCV NS3 hel inh = inhibitors of Hepatitis C virus NS3 helicase; NS3 helicase DNA unwinding, Cy5 molecular beacon fluorescence; inhibition, % at 10.9 µM; actives 0.56% (n = 290,000); AID 1800;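 active means inhibition above the mean of all tested compounds plus 3 SD, set per campaign, cut at about 35% in these data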;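 further: 0% = DMSO wells and 100% = thioflavine S control wells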
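Measured by: Cy5 fluorescence, 0 and 60 min reads / Assay system: NS3 helicase fragment of HCV / Control set: low DMSO, high thioflavine S at 110 µM / Times: 1 h reaction at 25 °C, ATP-initiated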
FID counter = counter-screen for HCV NS3 helicase inhibitors: DNA intercalator displacement. DNA fluorescent intercalator displacement, fluorescence. inhibition, % at 7.9 µM. actives 0.17% (n = 290,000). AID 1845; in the data active means inhibition above about 37%;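 further: 0% = vehicle and 100% = reference compound; higher means more ethidium bromide displaced from hairpin DNA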
The depositor's hits bear a star; / = not tested or not shown.

Preview:
SMILES	NALP1 yeast inh	IMP-1 inh	UBC9 SUMO inh	MEKK2wt PB1 HTS	PfM18AAP inh	VIM-2 inh	MEKK2mut PB1 HTS	HCV NS3 hel inh	FID counter
CCOc1ccccc1NC(=O)CCNS(=O)(=O)c1cccc2nsnc12	11	-4.5	15	97	-9	-1.1	1	1	-8
O=C(c1cc2cc(Cl)ccc2[nH]1)N1CCN(c2ccccn2)CC1	-1	-3.3	3	110	-3	-1.4	6	3	-25
COc1cc(NC(=O)C2=C(N3CCOCC3)/C(=C\c3ccc(Br)cc3)CC2)cc(OC)c1OC	39	-1.6	-13	102	-9	1.3	12	23	-23
CCOC(=O)CSc1nn(-c2ccccc2)c(=S)s1	16	-3.2	-10	95	-13	-3.2	-2	-7	-6
CC(O)C(=O)NCCOCCOCCNC(=O)C(C)O (centres undefined)	18	-3.2	4	97	4	-1.7	-4	1	3
Cc1cc(C)nc(SCC(=O)c2ccc(O)c(O)c2)n1	-20	-1.7	-14	107	50*	-2.1	7	19	-15
COc1ccccc1CNc1ncnc2c1cnn2-c1ccccc1	10	/	-6	101	/	/	1	/	/
CCOC(=O)N1CCC(=NNC(=O)COc2cccc(C)c2)CC1	12	-4.3	-21	91	3	-4.5	14	-1	-6
O=C1NCCCC1C(=O)Nc1ccccc1C(F)(F)F (centres undefined)	-1	-2.2	13	98	-3	0.5	2	-17	-3
COc1cc(NC(=O)c2ccc(F)cc2)c(OC)cc1Cl	10	-2.7	4	104	-2	-3.9	4	-1	-6
Cc1ccc2nc(SCc3ccc([N+](=O)[O-])cc3)[nH]c2c1	-16	-1.5	-24	99	7	-0.4	2	-1	8
O=C(NCc1cccs1)c1ccc(N2CCCCC2)nc1	29	-3.3	28	97	3	-2.0	1	-4	-15
C=CCN(C(C)=O)C1CC(=O)N(c2ccc(OCCC)cc2)C1=O (centres undefined)	2	-1.1	11	103	-6	-1.6	10	4	-5
O=C(CSc1ccc(Cl)cc1)Nn1cnnc1	7	-2.0	1	102	40*	1.9	0	-2	2
COc1ccc(CNC(=O)c2ccc[nH]2)cc1	20	-2.0	-4	99	1	-1.8	0	-3	3
COc1ccc(N2CC(C(=O)N3CCOCC3)CC2=O)cc1 (centres undefined)	15	-2.9	3	108	-2	-0.5	2	7	-3
COc1cccc(CSc2nc3ccccc3[nH]2)c1	38	-1.9	-2	100	-6	-1.0	11	-6	-6
O=C(NC1CCCC1)c1cnc2n(c1=O)CCS2	23	-2.8	30	109	0	-1.9	3	0	-5

The listing, repeating the preview:
SMILES	NALP1 yeast inh	IMP-1 inh	UBC9 SUMO inh	MEKK2wt PB1 HTS	PfM18AAP inh	VIM-2 inh	MEKK2mut PB1 HTS	HCV NS3 hel inh	FID counter
CCOc1ccccc1NC(=O)CCNS(=O)(=O)c1cccc2nsnc12	11	-4.5	15	97	-9	-1.1	1	1	-8
O=C(c1cc2cc(Cl)ccc2[nH]1)N1CCN(c2ccccn2)CC1	-1	-3.3	3	110	-3	-1.4	6	3	-25
COc1cc(NC(=O)C2=C(N3CCOCC3)/C(=C\c3ccc(Br)cc3)CC2)cc(OC)c1OC	39	-1.6	-13	102	-9	1.3	12	23	-23
CCOC(=O)CSc1nn(-c2ccccc2)c(=S)s1	16	-3.2	-10	95	-13	-3.2	-2	-7	-6
CC(O)C(=O)NCCOCCOCCNC(=O)C(C)O (centres undefined)	18	-3.2	4	97	4	-1.7	-4	1	3
Cc1cc(C)nc(SCC(=O)c2ccc(O)c(O)c2)n1	-20	-1.7	-14	107	50*	-2.1	7	19	-15
COc1ccccc1CNc1ncnc2c1cnn2-c1ccccc1	10	/	-6	101	/	/	1	/	/
CCOC(=O)N1CCC(=NNC(=O)COc2cccc(C)c2)CC1	12	-4.3	-21	91	3	-4.5	14	-1	-6
O=C1NCCCC1C(=O)Nc1ccccc1C(F)(F)F (centres undefined)	-1	-2.2	13	98	-3	0.5	2	-17	-3
COc1cc(NC(=O)c2ccc(F)cc2)c(OC)cc1Cl	10	-2.7	4	104	-2	-3.9	4	-1	-6
Cc1ccc2nc(SCc3ccc([N+](=O)[O-])cc3)[nH]c2c1	-16	-1.5	-24	99	7	-0.4	2	-1	8
O=C(NCc1cccs1)c1ccc(N2CCCCC2)nc1	29	-3.3	28	97	3	-2.0	1	-4	-15

Profiles, looked up by structure.
O=C1NCCCC1C(=O)Nc1ccccc1C(F)(F)F (centres undefined) reads NALP1 yeast inh: -1; IMP-1 inh: -2.2; UBC9 SUMO inh: 13; MEKK2wt PB1 HTS: 98; PfM18AAP inh: -3; VIM-2 inh: 0.5; MEKK2mut PB1 HTS: 2; HCV NS3 hel inh: -17; FID counter: -3
CC(O)C(=O)NCCOCCOCCNC(=O)C(C)O (centres undefined) reads NALP1 yeast inh: 18; IMP-1 inh: -3.2; UBC9 SUMO inh: 4; MEKK2wt PB1 HTS: 97; PfM18AAP inh: 4; VIM-2 inh: -1.7; MEKK2mut PB1 HTS: -4; HCV NS3 hel inh: 1; FID counter: 3

The listing continues:
SMILES	NALP1 yeast inh	IMP-1 inh	UBC9 SUMO inh	MEKK2wt PB1 HTS	PfM18AAP inh	VIM-2 inh	MEKK2mut PB1 HTS	HCV NS3 hel inh	FID counter
C=CCN(C(C)=O)C1CC(=O)N(c2ccc(OCCC)cc2)C1=O (centres undefined)	2	-1.1	11	103	-6	-1.6	10	4	-5
O=C(CSc1ccc(Cl)cc1)Nn1cnnc1	7	-2.0	1	102	40*	1.9	0	-2	2
COc1ccc(CNC(=O)c2ccc[nH]2)cc1	20	-2.0	-4	99	1	-1.8	0	-3	3
COc1ccc(N2CC(C(=O)N3CCOCC3)CC2=O)cc1 (centres undefined)	15	-2.9	3	108	-2	-0.5	2	7	-3
COc1cccc(CSc2nc3ccccc3[nH]2)c1	38	-1.9	-2	100	-6	-1.0	11	-6	-6
O=C(NC1CCCC1)c1cnc2n(c1=O)CCS2	23	-2.8	30	109	0	-1.9	3	0	-5
Cc1ccnc(N2CCC(C(=O)NNC(=O)c3ccccc3C)CC2)n1	-7	-2.2	8	93	-14	1.3	-7	-7	-4
CCCCOC(=O)CCc1c(C)[nH]c(=S)[nH]c1=O	-21	-2.9	6	101	5	-3.3	4	5	-5
COCCNc1nc2nonc2nc1N1CCC(N(C)C)C1 (centres undefined)	19	-3.9	11	104	-1	-4.1	-1	0	12
COc1ccc(-n2nc([N+](=O)[O-])c(=NCCCN3CCCC3=O)n2O)cc1	7	0.5	0	78	2	0.5	-13	7	0
CCN(CC(=O)Nc1ccc(NC(C)=O)cc1)C(=O)c1ccc(=O)[nH]c1	11	-3.4	-1	102	2	-1.5	2	5	-4
CCOc1ccc(C(=O)Nc2cccc(SC)c2)cc1	40	-2.2	-10	96	-1	-1.6	-2	-4	-4
O=C(NCC(=O)N(CCN1CCOCC1)C(C(=O)NC1CCCC1)c1cccs1)c1ccco1 (centres undefined)	15	-3.6	41	104	5	-2.6	5	4	-4
Cc1ccc(C(=O)N/C(=C\c2cn(C)c3ccccc23)C(=O)OCCN(C)C)cc1	31	-1.2	20	102	-11	-2.2	-8	-10	17
O=C(Nc1nnc(C(F)(F)F)s1)c1ccc(Br)s1	-4	-2.6	10	100	-3	-3.0	1	23	1
CC(C)C(Sc1nc(-c2ccccc2)cc(-c2ccccc2)c1C#N)C(=O)O (centres undefined)	14	2.5	40	86	-3	-1.1	-9	31	-8
CSCCC(NC(=O)c1ccc(Cl)cc1)C(=O)OCC(C)=O (centres undefined)	5	-1.0	13	93	-16	0.8	-3	7	-3
N/C(CS(=O)(=O)c1ccc(F)cc1)=N\O	7	-3.2	18	101	2	-3.0	16	7	0
COc1cccc(/C=C2\SC(=S)N(C(Cc3ccccc3)C(=O)O)C2=O)c1 (centres undefined)	-4	-2.0	11	93	6	-4.8	-8	-7	2
C=CCOc1c(CCC)cc(CCC)cc1C(N)=O	-12	-3.1	5	98	-1	-1.7	-15	-7	-29
Cc1cc(C)c(NC(=O)COC(=O)c2cc([N+](=O)[O-])ccc2N2CCOCC2)c(C)c1	8	-2.2	5	106	-7	3.2	6	-1	-25
Cc1noc(C)c1S(=O)(=O)N1CCCC(C(=O)NCCc2ccccc2)C1 (centres undefined)	8	-2.9	-28	105	-1	-3.7	6	-1	-7
Cc1cccc(-c2noc(CCCC(=O)NC3CCCCC3)n2)c1	8	-3.3	-10	105	2	-1.6	1	-8	-32
COc1ccccc1NC(=O)COC(=O)c1cnc(C)cn1	16	-1.5	2	95	1	-2.4	-4	14	1
O=C(CNC(=O)c1ccc(F)cc1)Nc1ccccc1C(F)(F)F	/	-3.2	9	77	-10	-2.7	-30	13	-3
CC1CN(c2nc(Nc3ccccc3F)nc(N)c2[N+](=O)[O-])CC(C)O1 (centres undefined)	0	-1.2	-8	104	0	-0.4	3	-10	-19
Cc1ccc(N2N=C(c3ccc(F)cc3)CC2c2ccco2)cc1 (centres undefined)	3	-2.9	0	95	6	-6.5	-6	13	0
COc1ccc(OC)c(C2NC(=O)NC(C)=C2C(=O)Nc2ccc(C)cc2)c1 (centres undefined)	-9	-1.6	7	103	-6	-1.2	2	19	-6
O=C(Nc1ccc(C(=O)NC2CCCCC2)cc1)c1cccnc1	-32	-1.8	-1	101	-3	-3.6	1	6	-1
Cc1cccc(CN2CCCC(C(=O)Nc3ccccc3Oc3cccnc3)C2)c1 (centres undefined)	20	-1.1	18	97	-11	0.2	-2	-1	9
Cn1c(SCC(=O)NC2CC2)nnc1-c1ccco1	5	-3.5	-1	109	2	-2.5	11	-4	4
COCc1cc(=O)n2[nH]c(N)nc2n1	/	-2.3	-8	102	1	-1.4	7	1	-4
Cc1cc(C(F)F)n2ncc(C(=O)NCc3ccccc3)c2n1	9	0.7	-7	96	-2	-2.0	-2	-2	-9
COC(=O)c1ccc(NC(=O)CN2CCN(CC#N)CC2)cc1	10	-1.8	8	105	2	-0.5	2	-6	1
COc1cc(C(=O)n2nc(C)cc2C)cc(OC)c1OC	12	-1.4	11	94	5	-1.2	0	-5	10
COc1ccc(-n2c(SCC#N)nnc2-c2cccnc2)cc1	10	-3.1	5	94	-11	-3.1	-7	-5	-4
CCn1cc(S(=O)(=O)c2ccc(Cl)cc2)c(=O)c2cc(OC)ccc21	13	-4.6	4	98	2	-1.7	-1	-4	-25

Outcome played no part in choosing rows, and some 4.7% of all compounds hit somewhere here.
